# M1 ag: agonists of human M1 muscarinic receptor | P11229 | CHO-K1 hM1, Fluo-8 calcium fluorescence, agonist mode; 0% DMSO, 100% acetylcholine EC100 | activation, % at 3 µM | hit rate 0.33% among 360,000 | AID 588814;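 active means activation above the run's mean compound activation plus 3 SD, cut at about 16% in these data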;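 further: peak over basal fluorescence ratio within a 140 s kinetic read after compound addition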
# Target sequence (P11229 whole entry, looked up): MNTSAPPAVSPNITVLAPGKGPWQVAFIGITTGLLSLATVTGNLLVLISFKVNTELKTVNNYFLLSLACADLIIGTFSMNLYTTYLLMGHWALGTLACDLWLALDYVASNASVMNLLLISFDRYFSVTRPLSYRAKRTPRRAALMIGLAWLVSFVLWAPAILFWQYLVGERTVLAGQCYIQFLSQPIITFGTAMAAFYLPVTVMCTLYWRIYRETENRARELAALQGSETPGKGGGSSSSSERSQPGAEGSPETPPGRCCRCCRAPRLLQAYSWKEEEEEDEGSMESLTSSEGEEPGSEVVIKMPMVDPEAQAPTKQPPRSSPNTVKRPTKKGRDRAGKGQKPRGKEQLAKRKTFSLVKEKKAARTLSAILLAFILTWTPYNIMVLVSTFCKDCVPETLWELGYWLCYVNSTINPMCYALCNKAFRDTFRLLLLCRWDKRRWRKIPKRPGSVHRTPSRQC
# OXTR potentiate: potentiators of human oxytocin receptor. P30559. CHO-OTR cells, Fluo-8 calcium fluorescence, potentiator mode; 0% = oxytocin EC15, 100% = EC100. activation, % at 3 µM. hit rate 0.061% among 320,000;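 active means activation above that plate's cutoff, the mean activation of tested compounds plus 3 SD, cut at about 6.6% in these data, passing the limit was not always enough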;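 further: 100% uses oxytocin at 75 nM as the full agonist control; some results filed as inactive read as strong as hits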
#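 Assay system: CHO cell line stably expressing human OTR. Reagent: EC15 oxytocin agonist. Dosing: single dose, 3.0 µM nominal final compound concentration. Timing: compound 6 min at room temperature before oxytocin, 100 s read. Signal: kinetic Fluo-8 calcium fluorescence. Controls: oxytocin EC15 low and EC100 high.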
# OXTR ag: agonists of human oxytocin receptor; P30559; CHO-OTR cells, Fluo-8 calcium fluorescence; normalized: DMSO 0%, oxytocin 100%; activation, % at 3 µM; hit rate 0.32% among 320,000; AID 2435;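 active means activation above the mean of all tested compounds plus 3 SD, cutoff set per screening run, cut at about 20% in these data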;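 further: peak over basal fluorescence ratio from a 100 s FLIPR kinetic read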
# CHRM1 antagonist: blocks human M1 muscarinic receptor; P11229; CHO-K1 hM1, Fluo-8 calcium fluorescence, ACh EC80 antagonist; inhibition, % at 3 µM; hit rate 1.3% among 360,000;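 active means percent inhibition above its own plate's cutoff, namely the mean of that plate's compound wells plus 3 SD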;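 further: peak over basal fluorescence ratio during 140 s after agonist addition; 0% = ACh EC80 plus DMSO and 100% = DMSO alone without agonist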
# M1 PAM: potentiates human M1 receptor response to acetylcholine. activation, % at 3 µM. hit rate 0.088% among 360,000. CHO-K1 hM1, Fluo-8 calcium fluorescence, ACh EC20; 0% = ACh EC20, 100% = maximal ACh; in the data active means activation above about 19%, passing the limit was not always enough
# V1R ag counter: V1a receptor agonism, counter-screen for OXTR agonists | P37288 | hit rate 0.25% among 320,000 | AID 2797 | activation, % at 3 µM | CHO-V1R cells, Fluo-8 calcium fluorescence, agonist mode; 0% DMSO, 100% 3 nM vasopressin;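 active means activation above the mean activation of all tested compounds plus 3 SD, per screening run, cut at about 20% in these data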;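 further: signal is peak over basal fluorescence ratio across a 100 second FLIPR read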
# TAAR1 antagonist: antagonists of human TAAR1; AID 624466; inhibition, % at 3 µM; CHO RD-HGA16 TAAR1, Fluo-8 calcium fluorescence, antagonist; hit rate 1.5% among 360,000;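 active means inhibition above a per-plate cutoff, the mean inhibition of test compounds on that plate plus 3 SD, cut at about 49% in these data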;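 further: 0% = DMSO plus EC80 beta-PEA response and 100% = DMSO alone without agonist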
# Target sequence (Q96RJ0 whole entry, looked up): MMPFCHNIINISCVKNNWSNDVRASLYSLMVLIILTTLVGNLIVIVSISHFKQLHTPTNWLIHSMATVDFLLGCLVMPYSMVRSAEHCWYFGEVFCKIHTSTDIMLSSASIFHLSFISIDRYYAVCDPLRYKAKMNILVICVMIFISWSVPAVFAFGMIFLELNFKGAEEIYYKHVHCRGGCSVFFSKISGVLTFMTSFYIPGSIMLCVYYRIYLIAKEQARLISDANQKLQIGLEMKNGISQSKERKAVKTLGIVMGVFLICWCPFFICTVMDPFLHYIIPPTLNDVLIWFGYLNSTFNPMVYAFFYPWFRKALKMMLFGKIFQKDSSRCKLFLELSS
#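 Test system: hTAAR1-expressing CHO RD-HGA16 cells, Gα16-coupled; Probe or stimulus: EC80 β-phenethylamine stimulus; Compound dosing: single nominal final test compound concentration of 3 µM; Timing: 140 s kinetic read after compound, 140 s after agonist; Signal: Fluo-8 calcium-sensitive fluorescence; Measure: % inhibition of agonist calcium response; Controls: DMSO and EC80 PEA controls.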
# CHO parental Ca: counter-screen for OX1R antagonists: effect in parental CHO cells; inhibition, % at 5.6 µM; hit rate 0.63% among 330,000; parental CHO-K1, ATP-induced calcium, Fluo-8 fluorescence; AID 463079;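 active means inhibition above that plate's mean sample inhibition plus 3 SD, cut at about 26% in these data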;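 further: 0% = ATP-challenged DMSO wells and 100% = DMSO wells without ATP; some compounds past the cut are filed as inactive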
#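 Material – parental CHO cells · Reagent – ATP stimulus · Compound – single nominal dose of 5.6 µM per compound · Detection – Fluo-8 fluorescence · Read-out basis – percent inhibition of calcium signal · Controls – ATP-challenged DMSO wells low, unchallenged DMSO wells high · Repeats – no replicates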
# TAAR1 agonist: human TAAR1 agonism. Q96RJ0. CHO RD-HGA16 TAAR1, Fluo-8 calcium fluorescence; vehicle wells 0%, saturating PEA agonist 100%. activation, % at 3 µM. hit rate 0.99% among 360,000;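 active means activation above the mean activation of all test compounds in the run plus 3 SD, cut at about 38% in these data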
#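 Test system: RD-HGA16 (CHO) cells co-expressing Gα16 and hTAAR1 / Benchmarks: DMSO vehicle as 0%, PEA at EC100 as 100% / Repeats: no replicates (n 1) / Measure: % activation from peak over basal fluorescence ratio, DMSO-to-PEA scaled / Timing: 17-24 h plating, Fluo-8 75 min 37 °C, 30 min RT / Technique: kinetic Fluo-8 calcium fluorescence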
# An asterisk follows results filed as active; . = not tested or not shown. Rows are unselected; overall some 3.7% were active at least once.
# The line under a structure holds: M1 ag	OXTR potentiate	OXTR ag	CHRM1 antagonist	M1 PAM	V1R ag counter	TAAR1 antagonist	CHO parental Ca	TAAR1 agonist
- COc1ccc(-n2nc(C(=O)NCC(=O)N3CCN(c4ccccn4)CC3)c3ccccc3c2=O)cc1OC
→ -5.4	1.1	-0.2	36.6*	-13.1	0.6	56.9*	-24.0	11.6
- COc1ccc2cc(CCOC3CCCCO3)ncc2c1 (stereo not drawn)
→ -3.1	-3.1	-0.2	-4.8	7.2	0.6	5.6	-4.0	3.6
- Cn1c(-c2ccco2)nc2cc3ccccc3cc21
→ -0.7	-8.9	-1.6	-3.0	5.2	0.2	-16.4	-17.3	6.8
- COc1ccccc1Nc1nnc(SCC(=O)N2CC(=O)Nc3ccccc32)s1
→ -5.1	2.5	0.1	0.9	1.4	0.9	-16.1	-13.8	4.0
- COc1ccc(OC)c(S(=O)(=O)N2CCCC(C(=O)NCc3ccncc3)C2)c1 (stereo not drawn)
→ -6.4	-2.1	0.7	-13.7	9.4	0.9	0.7	-6.4	0.3
- CCOC(=O)C1(CC2CCCCO2)CCN(Cc2cn[nH]c2-c2cccc(F)c2)CC1 (stereo not drawn)
→ -0.3	-0.5	3.5	-6.2	8.1	0.4	-9.2	-6.8	19.0
- CCOc1ccccc1NC(=S)NC(=O)C1CC1
→ -2.9	1.9	-1.0	-3.4	5.4	-1.1	-29.5	-5.8	-0.7
- COc1ccc(C(=O)Nc2ccccc2C(=O)NCC2CCCO2)cc1 (stereo not drawn)
→ 0.4	-10.8	0.5	-8.0	9.2	5.6	9.3	-18.9	2.0
- Cc1ccc(S(=O)(=O)N2CCCN(C(=O)CNC(=O)c3cccc(C)c3)CC2)cc1
→ -3.4	-3.9	0.8	14.4	-5.3	0.7	2.3	-20.9	21.2
- O=C(CCCSc1nc2ccccc2[nH]1)NCc1ccccc1F
→ -11.0	-2.8	-0.3	-10.7	8.0	0.3	2.9	-18.8	0.7

# Next part (2 carried over from the part before).
# The line under a structure holds: M1 ag	OXTR potentiate	OXTR ag	CHRM1 antagonist	M1 PAM	V1R ag counter	TAAR1 antagonist	CHO parental Ca	TAAR1 agonist
- Cc1ccc(S(=O)(=O)N2CCCN(C(=O)CNC(=O)c3cccc(C)c3)CC2)cc1
→ -3.4	-3.9	0.8	14.4	-5.3	0.7	2.3	-20.9	21.2
- O=C(CCCSc1nc2ccccc2[nH]1)NCc1ccccc1F
→ -11.0	-2.8	-0.3	-10.7	8.0	0.3	2.9	-18.8	0.7
- COc1cc(Cl)c(S(=O)(=O)N2CCOCC2)cc1Cl
→ -5.2	1.4	-0.6	-6.4	15.6	-0.4	8.6	-7.3	0.0
- FC(F)(F)c1ccccc1CN1CCC(Cc2ccccc2)CC1
→ .	-11.9	-1.7	.	.	0.2	-15.4	-7.2	-1.1
- O=c1c2ccccc2nc(CSc2ncnc3nc[nH]c23)n1-c1cccc(C(F)(F)F)c1
→ -2.0	-8.3	-1.1	7.6	-2.4	-0.2	30.0	-21.1	15.9
- CCC(C)N1CCN(C(=O)C2CCN(S(=O)(=O)c3c(C)noc3/C=C/c3ccco3)CC2)CC1 (stereo not drawn)
→ -6.3	-6.9	-0.9	79.6*	-23.9	-1.1	6.5	-17.3	-0.7
- COc1cccc(CNC(=O)CCC2CCCN(C(=O)c3ccoc3)C2)c1 (stereo not drawn)
→ -4.5	-25.0	-0.9	12.9	-6.3	-0.6	-39.8	-8.6	4.8
- COCc1cc(C)nc2sc(C(=O)N3CCCCC3)c(N)c12
→ -1.4	-10.9	0.0	-13.0	9.8	-0.6	12.1	-16.5	2.1
- CC(C)(C)NC(=O)CN(c1cccc([N+](=O)[O-])c1)S(=O)(=O)c1ccccc1
→ -8.3	-18.2	-1.1	-5.2	10.1	0.9	1.6	-20.5	3.3
- Cc1ccc(N(Cc2cc(=O)[nH]c3ccccc23)C(=O)c2ccco2)cc1
→ -6.5	-4.7	-1.7	-7.8	-8.4	-1.4	1.3	-15.8	3.8
- COc1c(C)cc(C(=O)C2CCCN(C(=O)c3csc(C)n3)C2)cc1C (stereo not drawn)
→ -2.7	3.8	0.8	-4.8	3.1	1.6	-18.5	-12.3	-0.5
- CNCC(O)COc1ccccc1 (stereo not drawn)
→ -3.0	-5.1	0.7	11.2	3.0	-0.5	2.9	3.8	0.9
- C[C@H](NC(=O)C1CCN(S(=O)(=O)c2ccccc2)CC1)C(=O)NCc1ccc(F)cc1
→ -2.0	-8.7	0.8	-14.2	7.0	0.6	4.1	-2.9	4.8
- Cc1ccc2c(c1)C(c1ccc(F)cc1)N(C(=O)c1cc3ccccc3oc1=O)CC(=O)N2 (stereo not drawn)
→ -8.3	-5.1	0.6	-14.4	7.5	0.3	1.1	-15.8	3.6
- Cc1cc(C)cc(NS(=O)(=O)c2ccc(-c3cnc(C4CC4)o3)cc2)c1
→ 0.0	-12.3	0.3	0.4	-1.0	4.4	10.6	3.4	-1.1
- Cc1ccc(-n2c(=O)[nH]cc(C(=O)Nc3ccc4c(c3)OCCO4)c2=O)cc1C
→ -3.2	-7.2	0.4	3.1	-3.1	-0.1	-9.0	-26.5	5.2
- COc1ccc2c(c1)CCc1cc(C(=O)N3CCN(c4ccc(N5CCOCC5)nn4)CC3)sc1-2
→ -5.2	-9.1	3.5	7.0	-17.4	5.4	.	-13.2	.
- COC(=O)COc1ccc(S(=O)(=O)NCCC2=CCCCC2)cc1Cl
→ -5.3	-8.9	2.4	6.3	-5.5	1.3	25.0	26.8	8.2
- O=C(OCC(=O)C12CC3CC(CC(C3)C1)C2)c1cccnc1
→ -3.4	0.3	-0.8	1.9	-5.8	0.2	5.5	-7.2	1.9
- O=C(NCCCN1CCOCC1)c1ccc(Br)s1
→ -7.6	-5.1	0.1	-4.5	6.8	0.0	-12.5	-2.4	9.3
- O=S(=O)(CCc1nnc(-c2ccccc2)o1)c1ccc2ccccc2c1
→ -1.1	-12.2	-1.8	-4.0	5.8	0.4	-8.2	-8.1	2.6
- Cc1ccc(C(=O)N/N=C/c2c[nH]c3ccccc23)o1
→ -1.2	-21.1	1.2	0.2	3.9	0.5	8.8	4.0	-2.0
- CC(Cc1ccccc1)NC(=O)CC(c1ccccc1)c1ccccc1O (stereo not drawn)
→ -5.6	-10.1	-1.3	-4.0	7.6	2.8	-8.1	-6.7	23.6
- COc1ccc(N(CCOc2ccccc2)S(=O)(=O)c2ccccc2)cc1
→ -1.5	-9.3	1.7	6.8	-5.3	1.8	12.7	-12.1	22.8
- COc1cc2ccc(C(C)=O)c(O)c2cc1OC
→ -4.5	.	.	-17.1	12.5	.	1.8	.	-0.9
- O=C1C=C(NCc2ccc(Cl)c(Cl)c2)CC1
→ -4.4	-21.8	-0.7	-6.9	9.6	-0.4	3.4	-0.5	1.3
- CC1=NN(S(=O)(=O)c2ccc(C)cc2)C(=O)c2ccccc2O1
→ -3.6	-5.1	0.2	-6.1	1.9	0.1	-17.9	-0.7	-1.0
- CCOc1ccccc1OCC(=O)Nc1cc2c(cc1C(=O)O)OCCCO2
→ -2.5	-4.9	-0.8	-4.5	3.9	-0.1	-1.2	0.0	0.3
- CCCCNC(=O)C1CCC(CNS(=O)(=O)c2c(C)cc(C)cc2C)CC1 (stereo not drawn)
→ -1.9	-15.0	0.5	-18.7	11.3	3.4	-14.8	-13.8	4.9
- CC1=C(C)/C(=N/OC(=O)c2cccc([N+](=O)[O-])c2)C=CC1=O
→ -1.1	0.8	2.0	-5.3	3.2	1.5	.	1.3	.
- CN(C(=O)c1ccc(C#N)cc1)c1nnc(-c2ccccn2)s1
→ -4.0	.	.	-1.1	1.9	.	-4.3	.	9.0
- COCC#Cc1cnc2c(c1)C(=O)N([C@H](C)CO)C[C@H](C)[C@@H](CN(C)S(=O)(=O)c1ccccc1)O2
→ -3.3	.	.	-20.4	8.6	.	8.2	.	1.8
- C/C(=N\NC(=O)c1cccc([N+](=O)[O-])c1)c1ccco1
→ -1.9	2.1	-0.3	-13.9	17.3	0.9	-7.4	-24.2	-0.7
- O=C(Nc1cccnc1)c1ccc(CN2CCc3ccccc3C2)cc1
→ -4.7	-11.6	1.2	-3.0	2.8	1.3	-15.7	-10.6	5.5
- Cc1ccc(Sc2nnc(Cc3ccccc3)c3ccccc23)cc1
→ -3.4	-9.7	-0.1	0.9	-0.8	1.0	4.7	-3.7	8.5
- CC(=O)c1cc(C#N)c(N2CCCC2)nc1C
→ -5.2	-4.7	2.6	-6.3	10.2	2.4	-4.4	3.0	7.9
- Cc1cc(NC(=O)CCC(=O)N(CC(=O)NC2CCCC2)c2cccc(F)c2)no1
→ -2.6	-6.4	-0.1	-18.2	14.6	0.0	-11.0	-20.6	-1.5
- C#CCSc1nnc(-c2c[nH]c3ccccc23)n1C
→ -5.0	-1.9	0.3	3.2	-5.3	1.0	-11.9	13.8	1.7
- O=[N+]([O-])c1cccc(S(=O)(=O)c2ccc(N3CCCCC3)c([N+](=O)[O-])c2)c1
→ -9.1	-5.9	0.1	11.9	-10.5	1.5	12.1	-16.2	0.3
- Cn1c(=O)n(C)c2cc(NC(=O)COc3ccc(F)cc3)ccc21
→ 0.9	-12.2	1.4	-11.2	12.2	3.6	12.1	0.6	1.0
- CC(=O)Nc1ccc(NC(=O)C(C)OC(=O)c2ccc(S(=O)(=O)N3CCCCC3)cc2)cc1 (stereo not drawn)
→ -6.7	-2.6	0.4	-0.8	2.0	0.6	-6.0	4.3	1.6
- O=C(CC1Sc2ccccc2NC1=O)NNc1ccc(Cl)cc1Cl (stereo not drawn)
→ -2.5	.	.	-11.9	8.2	.	10.8	.	2.0
- COc1ccc(OCC(=O)Nc2ccc(C)c(S(=O)(=O)N(C)C)c2)cc1
→ -2.3	-28.9	2.8	17.7	-14.8	7.8	-7.0	2.2	8.3
- O=C(O)CCC(NS(=O)(=O)c1ccc(-c2ccccc2)cc1)C(=O)O (stereo not drawn)
→ -0.2	-12.3	1.0	4.8	2.8	1.9	-20.5	-9.8	3.1
- COCC(=O)N(Cc1cc2cc(C)ccc2[nH]c1=O)c1ccc(C)c(C)c1
→ -2.0	-24.1	-0.9	-11.6	5.2	0.5	1.9	-11.8	5.8
- Cc1cn([C@H]2C[C@H](O)[C@@H](/C=C/C(=O)NCc3cccc4ccccc34)O2)c(=O)[nH]c1=O
→ -3.0	.	.	-19.4	1.7	.	-4.5	.	3.8
- OC[C@@H]1CN(Cc2ccco2)C[C@H](n2cnc3c(N4CCN(c5ccccc5)CC4)ncnc32)O1
→ 4.6	.	.	5.0	-7.3	.	17.6	.	7.9

# Screens from PubChem BioAssay.
